# Nrf2 block = blocks Nrf2 signaling. AID 504444. Potency, µM (series often up to 46 µM), without a hit: top-dose activity change, negative = inhibition, most hits filed as inhibitors. hit rate 2.1% among 360,000. A549 ARE-Fluc reporter, luciferase luminescence, 18-24 h; also: potency is read from the fitted curve at half-maximal effect; % is scaled to controls: 0 for no effect and ±100 for the full control effect; nearly all actives have a fitted effect of over 60% in size
#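 In this cell-based qHTS, ARE-driven firefly luciferase in A549 cells reports Nrf2 activity; the luminescent signal after BugLite lysis is the measured value, with a prior CellTiter-Fluor read for cell health.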
# IL1B secr inh = inhibitors of inflammasome signaling (IL-1 beta secretion). THP-1 LPS/ATP IL-1B secretion, AlphaLISA, 16 h; stronger effect = lower value. activity change, % at 57.5 µM. hit rate 4.7% among 360,000; in the data active = activity change below about -50%; inconclusive = mostly about -30% to -49%; also: % is scaled to controls: 0 for no effect and ±100 for the full control effect
#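 THP-1 cells pretreated 1 hr with compounds (up to 57.5 uM final), then stimulated with LPS (250 ng/mL final) plus ATP (1.25 mM final); secreted IL-1B measured by AlphaLISA after 16 hr, decreased signal indicating inhibition.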
# Nrf2 ARE act = activators of Nrf2 (ARE) signaling | hit rate 0.31% among 410,000 | AREc32 ARE-luciferase reporter (MCF7-derived line), luminescence, 24 h | Potency, µM (titrated, usually from 46.1 µM), without a hit: top-dose activation, actives largely listed as activators; also: potency is read from the fitted curve at half-maximal effect; % of control where 0% means no effect; nearly all actives have a fitted effect of over 65% in size
#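 Steps: seed AREc32_Fluc cells (1000/well, 5% FBS OPTI-MEM); incubate overnight at 37 deg C; add 23 nL compound; incubate 24 hr; add Steady-Glo; hold 30 min RT; read luminescence.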
# MCF10A rerep = DNA re-replication induction in MCF 10a cells. Potency, µM (series often up to 46.1 µM), inactives show top-dose activity, positive = re-replication, most hits filed as activators. MCF 10A DNA re-replication, Hoechst nuclear intensity, 48 h. hit rate 2.9% among 350,000. AID 624296; also: potency is read from the fitted curve at half-maximal effect; % of control where 0% means no effect; nearly all actives have a fitted effect of over 50% in size
# ATXN2 expr inh = ATXN2 expression inhibition; hit rate 0.72% among 360,000; HEK-293 ATXN2-luciferase reporter, luminescence, 24 h; Potency, µM (series often up to 57 µM), inactives show at the top dose activity change, negative = inhibition, actives largely listed as inhibitors; also: potency is read from the fitted curve at half-maximal effect; % is scaled to controls: 0 for no effect and ±100 for the full control effect; nearly all actives have a fitted effect of over 55% in size
#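 qHTS (up to 57 uM final) was run with 24 h compound exposure of reporter cells at 37 °C. Each well was multiplexed: SteadyGlo luminescence measured ATXN2-luciferase expression after a fluorogenic Gly-Phe-AFC viability readout (25 uM final).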
# TGFb inhibitor = blocks TGF-b signaling; AID 588855; Potency, µM (titrated, usually from 46.1 µM), for inactives: at the top dose activity, negative = inhibition, actives largely listed as inhibitors; hit rate 1.2% among 410,000; HepG2 CAGA-GFP TGF-b/SMAD3 reporter, GFP fluorescence, 18 h; TGF-beta stimulated, 500 pg/mL final; also: potency is read from the fitted curve at half-maximal effect; % is scaled to controls: 0 for no effect and ±100 for the full control effect; nearly all actives have a fitted effect of over 65% in size
#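 GFP signal (ex488/em500-530) from TGF-beta-stimulated HEPG2 CAGA-GFP cells, 500 pg/mL final, 18 h at 37 degrees C in DMEM plus 1% FBS, normalized to unstimulated and DMSO-stimulated controls.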
# HepG2 viability = HepG2 cytotoxicity, counter-screen for TGF-b inhibitors; Potency, µM (series often up to 46.1 µM), without a hit: at the top dose activity change, negative = cytotoxicity, actives largely listed as cytotoxic; hit rate 0.76% among 410,000; HepG2 CAGA-GFP viability, ATP luminescence, 18 h; also: potency is read from the fitted curve at half-maximal effect; some results filed as inactive show a strong effect at the top dose
#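 HepG2 CAGA-GFP cells (1000/well, DMEM with 1% FBS) received compound, then TGF-beta at 500 pg/mL final, and were incubated 18 hours at 37 degrees C. Viability was read by CellTiter-Glo luminescence. Media-only wells were set as complete cell-killing and DMSO as no toxicity.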
# S2 tox = viability counter-screen for ATXN expression inhibitors | Potency, µM (highest dose often 56.7 µM), actives largely listed as cytotoxic | hit rate 0.49% among 400,000 | S2 cells (HEK-293 line with an ATXN2-luciferase reporter) viability, CellTiter-Fluor protease fluorescence, 24 h; also: potency is read from the fitted curve at half-maximal effect; nearly all actives have a fitted effect of over 40% in size
# A549 tox = counter-screen for Nrf2 inhibitors: cytotoxicity in A549 cells. A549 ARE-Fluc cells, CellTiter-Fluor viability, 18-24 h. Potency, µM (series often up to 46 µM), inactives show at the highest dose activity change, negative = cytotoxicity, actives largely listed as inhibitors. hit rate 0.16% among 390,000. AID 504648; also: potency is read from the fitted curve at half-maximal effect; % is scaled to controls: 0 for no effect and ±100 for the full control effect
#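 Cytotoxicity counterscreen: CellTiter-Fluor fluorescence was measured in A549 ARE_Fluc cells after 18-24 h of compound exposure in a concentration series. The subsequent BugLite luminescent read reports ARE-luciferase activity.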
# Active calls of the source: *; i = inactive; ? = inconclusive; . = not tested or not shown; & = joins results of further samples; [ ] = another dose, or the depositor's remark. Unless noted, calls follow the shape of the dose curve; as a rule, active = well fitted curve in the direction sought with a large enough effect; inconclusive = small, poorly fitted or top-dose-only effect, or another doubt; inactive = no such curve, though single readings can be large; an effect the other way counts as inactive or inconclusive. The order is random; any-hit rate near 8.8%.
cpd	canonical_smiles	Nrf2 block	IL1B secr inh	Nrf2 ARE act	MCF10A rerep	ATXN2 expr inh	TGFb inhibitor	HepG2 viability	S2 tox	A549 tox
1	COC(=O)COc1ccc(C(=O)OC)cc1	-1.2%	0.0	0.1%	-2.4%	-3.8%	-0.9%	4.6%	i	0.8%
2	O=C(NCCc1ccccc1)c1cc(-c2ccc(Cl)c(Cl)c2)on1	4.5%	.	4.1%	.	10.8%	0.6%	0.3%	i	-3.2%
3	O=C(/C=C/[C@H]1O[C@@H](n2cnc3c(NC(=O)c4ccccc4)ncnc32)[C@H](O)[C@@H]1O)NCCc1ccc(F)cc1	.	?	0.3%	.	5.4%	-4.2%	1.2%	i	.
4	CCc1nnc(NC(=O)CC(C)c2ccccc2)s1 (stereo unspecified)	-13.8%	14.5	0.2%	15.9%	-11.5%	4.6%	-61.8%	i	-2.4%
5	COCCCNC(=O)CCCn1c(=O)c2ccccc2n(CC(=O)Nc2c(C)cc(C)cc2C)c1=O	1.6%	24.0	-0.2%	17.6%&-37.7%	-13.1%	21.9%	7.2%	i	-0.6%
6	Cc1ccc(C(=O)OCC(=O)Nc2ccccc2Sc2ccccc2)cc1C	17.0%	20.9	0.0%	4.4%	1.2%	-8.4%	-4.7%	?	0.4%
7	Cc1ccccc1Cn1c2ccccc2c2cnn(CC(=O)N3CCC(C)CC3)c(=O)c21	?	.	0.5%	.	-10.2%	-26.5%	-6.0%	i	-12.2%
8	COc1ccc([N+](=O)[O-])cc1NC(=O)C(C)OC(=O)c1cccnc1Cl (stereo unspecified)	-8.4%	28.7	?	3.5%	-5.2%	0.0%	-27.7%	i	-1.1%
9	Nc1nc(SCC(=O)NNc2c(Cl)cc(Cl)cc2Cl)n[nH]1	0.5%	-2.6	-0.3%[9.22 µM]	?	9.1%	-0.1%	19.0%	i	6.6%
10	CC1(C)NC(=O)N(CC(=O)O)C1=O	-4.3%	0.0	-0.5%	-3.9%	3.4%	?	-8.8%	i	-1.0%
11	O=C(N/N=C/c1cc([N+](=O)[O-])ccc1O)c1cc(-c2ccccc2)nc2ccccc12	?	10.6	-0.3%	?	10µM*	-16.6%	-0.6%	?	-10.5%
12	CCOc1ccc(CCNC(=O)COC(=O)Cn2nc(C)c([N+](=O)[O-])c2C)cc1OCC	4.5%	8.6	-1.0%	8.6%	-8.7%	-1.9%	-11.1%	i	0.5%
13	CCOC(=O)c1sc(NC(=O)C(C)C)c(C#N)c1C	?	-19.2	0.4%	11.3%	.	-1.2%	-1.3%	i	5.8%
14	O=C(NCc1ccccc1)c1ccc(CS(=O)Cc2cccc(Cl)c2)o1 (stereo unspecified)	.	-21.2	-0.6%	.	.	-0.5%	-1.3%	?	.
15	CCOc1ccc(C(=O)Nc2ccc(-c3nc4ccccc4[nH]3)cc2)cc1[N+](=O)[O-]	3.7%&8.3%	2.4	1.9%	-5.7%	-18.6%	4.4%	13.3%	i	4.7%&-1.0%
16	CCn1cnc2cc([N+](=O)[O-])ccc21	?	-3.3	0.3%	?	0.3%	-6.7%	-2.5%	i	-0.9%
17	O=C1CC(=O)N(CCc2ccc(F)cc2)C(=O)N1	.	0.1	0.4%	-0.8%	-3.3%	-1.2%	2.9%	i	2.0%
18	Cc1cc(C(=O)OCC(=O)NC(C)C)c2ccccc2n1	7.5%	0.0	0.2%	1.5%	2.0%	?	-8.9%	i	2.1%
19	COc1ccc(S(=O)(=O)N(CCc2ccccc2)CC(=O)Nc2cc(C)cc(C)c2)cc1OC	?	.	7.4%	.	?	0.3%	-37.7%	?	-1.7%
20	C/C(Cl)=C\CNC(C)c1ccccc1 (stereo unspecified)	11.9%	-27.1	-0.4%	3.1%	1.5%	1.3%	6.1%	i	-5.1%
21	COc1ccc(-c2nc3ccc(C)cn3c2Cc2ccsc2)cc1OC	.	-17.4	7.5%	.	-20.5%	?	-26.2%	?	.
22	COc1ccc(C(=O)N(c2ccc(C)cc2)S(=O)(=O)c2ccc(C)cc2)cc1	.	.	3.7%	.	-17.1%	-3.3%	-11.8%	?	-17.8%
23	O=C(COC(=O)COc1ccc(Cl)cc1Cl)NC1CCCCCC1	5.8%	5.2	-0.3%	-5.6%	10.2%	-3.0%	-3.5%	i	-1.5%
24	CCNC(=O)NC(C(=O)OC)C12CC3CC(CC(C3)C1)C2 (stereo unspecified)	0.7%	-1.6	0.0%	-0.5%	8.0%	-7.5%	4.1%	?	-2.6%
25	Oc1ccc(CN2CCCCC2)c2cccnc12	?	100.6	0.1%	-0.7%	20µM*	3.16µM*	-59.7%	12.6µM*	?

# 2 records drawn at random from those above, as already listed:
cpd	canonical_smiles	Nrf2 block	IL1B secr inh	Nrf2 ARE act	MCF10A rerep	ATXN2 expr inh	TGFb inhibitor	HepG2 viability	S2 tox	A549 tox
22	COc1ccc(C(=O)N(c2ccc(C)cc2)S(=O)(=O)c2ccc(C)cc2)cc1	.	.	3.7%	.	-17.1%	-3.3%	-11.8%	?	-17.8%
9	Nc1nc(SCC(=O)NNc2c(Cl)cc(Cl)cc2Cl)n[nH]1	0.5%	-2.6	-0.3%[9.22 µM]	?	9.1%	-0.1%	19.0%	i	6.6%

# More results:
cpd	canonical_smiles	Nrf2 block	IL1B secr inh	Nrf2 ARE act	MCF10A rerep	ATXN2 expr inh	TGFb inhibitor	HepG2 viability	S2 tox	A549 tox
26	CCOc1ccc(CCNC(=O)c2ccc3c(c2)N(Cc2ccc(C)cc2)CCS3)cc1	0.0%	.	0.0%	.	1.3%	-9.8%	-3.1%	i	1.3%
27	CN(C(=O)CSCC(=O)Nc1ccc(Cl)cc1)C1CCCCC1	5.5%	-53.2*	3.3%	-1.8%	-27.1%	-3.7%	-4.9%	i	-0.6%
28	Cc1ccc(C)c(NC(=O)N2CCN(c3nnc(C)c4c(C)n(-c5ccccc5)nc34)CC2)c1	?	.	-0.5%	.	?	-17.1%	-17.4%	?	-7.4%
29	COc1ccc2cc(C3(C)NC(=O)N(CC(=O)NCC(F)(F)F)C3=O)ccc2c1 (stereo unspecified)	?	-24.2	-0.7%	3.0%	-10.7%	8.8%	-0.2%	i	-16.4%
30	CNC(=S)NNC(=O)c1ccccc1Cl	0.6%	1.9	-1.1%	-4.2%	-14.7%	0.0%	40.5%	i	9.0%
31	COc1ccc(C2NC(=S)NC(C)=C2C(=O)N2CCOCC2)cc1 (stereo unspecified)	9.1%	0.0	0.2%	3.9%	-3.6%	-0.2%	-1.7%	i	0.8%
32	CN1C(C(=O)Nc2ccc(C(=O)O)cc2)=C(O)c2ccccc2S1(=O)=O	0.0%	10.0	0.1%	-0.7%	-1.9%	-3.2%	5.62µM*	i	0.9%
33	CC(=O)N(C)[C@H]1C[C@@H](c2ccccc2)N(C(C)=O)C[C@H]1CO	.	20.4	0.1%	.	1.7%	-13.5%	-37.1%	i	.
34	O=C(COC(=O)/C=C/c1ccc(Cl)c(Cl)c1)NC1CCCC1	3.8%	19.9	-0.3%	2.0%	2.7%	-0.4%	3.4%	i	0.4%
35	CC(C)Cc1ccc(/C=C/C(=O)N2CCCCC2)cc1	?	-14.0	3.9%	14.5%	70.4%[activator]	-6.2%	2.2%	i	5.9%
36	CCc1ccc(OCCCC(=O)Nc2ccc(S(=O)(=O)Nc3cc(C)nc(C)n3)cc2)cc1	2.9%	13.1	-0.5%	-5.5%	2.8%	?	13.1%	i	0.1%
37	O=C(NN1C(=O)/C(=C/c2cccnc2)SC1=S)C(c1ccccc1)c1ccccc1	?	4.9	-0.5%	13µM*	-4.0%	?	-55.3%	i	-24.0%
38	CC(=O)Nc1cc(NC(C)=O)c(N=Nc2ccccc2)cc1C	9.7%	?	7.4%	1.8%	7.9%	36.8%	85.4%	i	-7.8%
39	COc1ccc(N2CCN(C(=O)c3ccc(NC(=O)C4=CSCCO4)cc3)CC2)cc1	-5.7%	-4.0	-1.1%	-6.0%	.	-6.2%	8.9%	i	1.8%
40	O=C(NC(=S)NC1CCCc2ccccc21)c1ccc(F)cc1 (stereo unspecified)	1.1%	-5.0	-0.3%	?	-6.3%	-5.0%	-26.2%	i	-0.2%
41	O=C(CSc1ncc(-c2ccccc2)[nH]1)Nc1cccc(Br)c1	?	.	3.0%	.	-15.4%	?	-59.3%	i	19.4%
42	O=C1CCC/C1=c1\s/c(=C/c2cccnc2)c(=O)n1-c1ccccc1	?	-73.2*	-0.4%	2.6%	1.5%	1.3%	-4.1%	?	-2.3%
43	CN(c1ccc(F)cc1)S(=O)(=O)c1ccc(Cl)c(C(=O)OCC(=O)NCc2ccco2)c1	-12.4%	13.0	-1.1%	0.5%	.	-14.5%	-11.0%	i	0.4%
44	CC(C)(C)C(=O)c1c(N)[nH]c(C(=O)c2ccccc2)c1-c1c(F)cccc1F	.	-25.9	4.0%	.	-3.8%	.	.	?	.
45	O=C(NCCc1cccc(F)c1)C1CCN(S(=O)(=O)c2ccccc2)CC1	7.6%	-3.6	-0.1%	2.4%	.	-14.3%	-1.8%	i	-3.0%

# Some of these compounds in order of the Nrf2 block value, largest number first.
No.	structure	Nrf2 block
38	CC(=O)Nc1cc(NC(C)=O)c(N=Nc2ccccc2)cc1C	9.7%
31	COc1ccc(C2NC(=S)NC(C)=C2C(=O)N2CCOCC2)cc1 (stereo unspecified)	9.1%
45	O=C(NCCc1cccc(F)c1)C1CCN(S(=O)(=O)c2ccccc2)CC1	7.6%
40	O=C(NC(=S)NC1CCCc2ccccc21)c1ccc(F)cc1 (stereo unspecified)	1.1%
39	COc1ccc(N2CCN(C(=O)c3ccc(NC(=O)C4=CSCCO4)cc3)CC2)cc1	-5.7%

# Bioassay records (PubChem)
